Sm TGR block – qHTS Assay for the Inhibitors of Schistosoma Mansoni Peroxiredoxins; purified TGR, DTNB reduction, TNB absorbance 405 nm; Potency, µM (top dose mostly 114 µM), inactives show top-dose activity change, negative = inhibition, most hits filed as inhibitors; 3% of 360,000 active; AID 485364, 2010; further: potency means the concentration at half of the fitted maximal effect; nearly all actives have a fitted effect of over 60% in size
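Kinetic colorimetric format: TGR-catalysed, NADPH-driven DTNB reduction monitored via TNB absorbance. Enzyme dispensed at 20 nM; compound exposure 15 min at room temperature before reaction start.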
Giardia FBPA inh – qHTS Assay for Inhibitors of Fructose-1,6-bisphosphate Aldolase from Giardia Lamblia | Potency, µM (top dose mostly 59.6 µM), for inactives: at the highest dose activity, negative = inhibition, hits mostly inhibitors | 0.71% of 290,000 active | A8B2U2 | purified Giardia FBPA | AID 2451, 2010; further: potency means the concentration at half of the fitted maximal effect; nearly all actives have a fitted effect of over 55% in size
Target sequence (A8B2U2 whole entry, looked up): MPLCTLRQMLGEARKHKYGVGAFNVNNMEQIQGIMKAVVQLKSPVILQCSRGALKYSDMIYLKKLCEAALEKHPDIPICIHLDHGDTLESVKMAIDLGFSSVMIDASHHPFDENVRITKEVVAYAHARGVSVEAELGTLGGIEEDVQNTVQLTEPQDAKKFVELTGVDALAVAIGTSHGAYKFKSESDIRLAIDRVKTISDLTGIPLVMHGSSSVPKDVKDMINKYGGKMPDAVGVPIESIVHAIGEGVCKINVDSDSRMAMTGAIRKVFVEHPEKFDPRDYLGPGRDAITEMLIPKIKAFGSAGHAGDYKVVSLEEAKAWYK
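40 nM FBPA preincubated 10 min at RT with compound (up to 57.5 uM final), then substrate plus GAPDH/TPI/NAD/arsenate coupling and diaphorase/resazurin added. Fluorescence read after 20 min at RT, 525/598 nm.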
HCMV antiviral – qHTS Assay for inhibitors of the human cytomegalovirus (HCMV); 4.5% of 410,000 active; activity change, negative = inhibition, % at 57.5 µM; HFF cells, HCMV-luciferase reporter, 72 h; hits give low values; AID 1259415, 2018; in the data active means activity change below about -60%; inconclusive means no clear call, values can overlap the other calls; inactive means above about -39%
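After 16 h attachment at 37C, HFF cells received test compound and HCMV-luciferase (1 PFU/cell); reporter luminescence read 72 h later, data normalized against buffer-only and known inhibitor Salinomycin.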
HCV inh – qHTS Assay for Inhibitors of Hepatitis C Virus (HCV); Huh7.5.1 HCVcc-Cre infection, luciferase reporter, 44 h; Potency, µM (doses to about 41.8 µM), for the others: at the top dose activity change, negative = inhibition, actives largely listed as inhibitors; 3.4% of 340,000 active; AID 651820, 2012; further: potency means the concentration at half of the fitted maximal effect
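After 44 h co-culture of compound, cells and HCVcc-Cre (~0.5 moi), substrate is added for 15 min at room temperature and luciferase measured over 15 sec. Cells were seeded at 1,000/well and pre-cultured 4 h.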
AMA1-RON2 inh – qHTS for Inhibitors of AMA1-RON; Towards Development of Antimalarial Drug Lead: Primary Screen | AlphaScreen AMA1-biotinylated RON2 peptide binding | Potency, µM (titrated, usually from 58.2 µM), for the others: at the highest dose activity change, negative = inhibition, most hits filed as inhibitors | Plasmodium falciparum AMA1 (3D7) - RON2 peptide interaction | 0.2% of 360,000 active | AID 720542, 2013;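 further: potency means the concentration at half of the fitted maximal effect; 0% = vehicle wells and -100% = peptide control; nearly all actives have a fitted effect of over 45% in size; some results filed as inactive show a strong effect at the top dose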
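AMA1 (3D7) with his tag at 25 nM final met compounds first, then biotinylated RON2 peptide at 25 nM; detection used donor plus acceptor beads, 10 µg/mL apiece, read by AlphaScreen after 30 min at room temperature.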
AmpC inh detg – qHTS Inhibitors of AmpC Beta-Lactamase (assay with detergent) | P00811 | AmpC hydrolysis of nitrocefin, absorbance 480 nm, 0.01% Triton | Potency, µM (doses to about 114 µM), inactives show top-dose activity change, negative = inhibition, actives largely listed as inhibitors | 0.041% of 370,000 active | AID 485294, 2010;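 further: potency means the concentration at half of the fitted maximal effect; 0% = no-compound wells and -100% = no-enzyme wells; nearly all actives have a fitted effect of over 25% in size; some results filed as inactive show a strong effect at the top dose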
Target sequence (P00811 whole entry, looked up): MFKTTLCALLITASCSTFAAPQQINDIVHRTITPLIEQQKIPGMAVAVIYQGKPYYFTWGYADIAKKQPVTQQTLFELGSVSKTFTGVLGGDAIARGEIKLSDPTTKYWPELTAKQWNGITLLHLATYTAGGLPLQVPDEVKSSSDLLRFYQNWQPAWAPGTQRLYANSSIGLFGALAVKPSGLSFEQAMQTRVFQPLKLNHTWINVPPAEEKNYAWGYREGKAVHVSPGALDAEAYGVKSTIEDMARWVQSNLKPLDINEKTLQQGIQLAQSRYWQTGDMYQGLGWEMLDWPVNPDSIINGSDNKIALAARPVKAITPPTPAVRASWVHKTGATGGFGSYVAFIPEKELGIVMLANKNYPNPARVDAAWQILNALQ
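20 mM phosphate pH 7.0 + 0.01% (detergent screen) or 0.0001% Triton X-100; 5.3 nM AmpC reagent; cpd preinc 15 min RT; nitrocefin (800 uM stock) to start; A480 q20 s × 4 min; Activity was normalised to no-enzyme and no-compound control wells.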
Starred values were filed as active, the others as inactive; ? = inconclusive; . = not tested or not shown; & = joins results of further samples; [ ] = another dose, or the depositor's remark. Unless noted, the call rests on the fitted dose curve; in most records, active means well fitted curve in the direction sought with a large enough effect; inconclusive means small, poorly fitted or top-dose-only effect, or another doubt; inactive means no such curve, though single readings can be large; an effect the other way counts as inactive or inconclusive. Unless noted, on the % scale 0 is the no-effect control and ±100 the full control effect. The order is random, and some 9.3% of all compounds hit somewhere here.

(1) COc1ccccc1C(=O)Nc1ccc(S(=O)(=O)N2CCc3ccccc32)cc1
(2) CC(=O)NC1CC2CCCC(C1)N2Cc1ccc(C)cc1 (centres undefined)
(3) O=C(C[n+]1ccc(C(=O)NCc2ccccc2)cc1)c1ccc(OC(F)F)cc1
(4) Cc1ccc(OCc2cc(C(=O)NCc3ccc(OC(F)(F)F)cc3)no2)cn1
(5) CSc1ncccc1C(=O)Nc1ncc(C)s1
(6) COc1ccccc1NC(=O)Nc1nnc(Cc2ccccc2F)s1
(7) O=C(N/N=C/c1ccc(F)cc1)c1sccc1OCc1ccc(F)cc1
(8) CCOc1ccc(C2=Nn3c(nnc3-c3ccccc3OC)SC2)cc1
(9) CC(C)(C)Nc1c(-c2ccc(O)cc2)nc2ccc(Cl)cn12
(10) CCN(CCCNC(=O)c1c(C)cc(=O)oc1C)c1ccccc1
entry no.	1	2	3	4	5	6	7	8	9	10
AmpC inh detg	3%	3%	5%	-4%	-4%	-2%	?	1%	2%	-7%
Giardia FBPA inh	-5%	-4%	9%	.	-23%	17%	5%	0%	4%	0%
Sm TGR block	5%	-12%	1%	-8%	-14%	0%	13%	6%	?	-20%
HCMV antiviral	-29	-11	33	0	?	?	?	-94*	-7	4
HCV inh	-34%	10%	12%	?	2%	-29%	?	?	3%	?
AMA1-RON2 inh	3%	2%	32%[activator]	-5%	1%	-9%	5%	-2%	-12%	-8%

(11) CCOc1cccc(/C=N/NC(=O)c2cc(C3CC3)[nH]n2)c1O
(12) Cc1ccc(C2C=C(c3ccccc3)Nc3ncnn32)cc1 (centres undefined)
(13) COCCNc1nc(NCc2ccccc2)c2cnn(C)c2n1
(14) C[C@H](NC(=O)C1CCN(S(=O)(=O)c2ccccc2)CC1)C(=O)NCc1ccccc1
(15) CCN(CC)CCCn1c2c(c(SCC(=O)Nc3ccc(C)c(F)c3)nc1=O)CCC2
(16) O=C(NC1CC1)c1ccc(NC(=O)C2CCCC2)cc1
(17) c1ccc(CNc2nc(-c3cccnc3)cs2)cc1
(18) CC(C)(C)n1nnnc1C(c1cccnc1)N1CCN(C2CCCCC2)CC1 (centres undefined)
(19) Cn1c(=O)c(Oc2ccc(F)cc2)c(O)c2ccccc21
(20) CC1CN(CC(=O)NN=C(c2ccccc2)c2ccccc2)CC(C)O1 (centres undefined)
entry no.	11	12	13	14	15	16	17	18	19	20
AmpC inh detg	-11%	.	-9%	-1%	-18%	.	3%	?	0%	5%
Giardia FBPA inh	-26%	.	2%	.	.	.	-16%	1%	-12%	6%
Sm TGR block	-27%	.	-6%	-8%	1%	.	.	-17%	1%	2%
HCMV antiviral	-90*	-22	-6	-39	-17	1	?	35	-39	-16
HCV inh	11µM*	-2%	-4%	-8%	?	-9%	-12%	9%	8%	16%
AMA1-RON2 inh	102%[activator]	19%	-2%	7%	0%	-1%	-2%	5%	10%	-2%

(21) CCCN1CCN(C(=O)Cn2ncc3ccccc32)CC1
(22) CC(C)NC(=O)CSCc1c(F)cccc1Cl
(23) CC(O)(CS(=O)(=O)Cc1ccccc1)C(=O)Nc1ccc(C(F)(F)F)cc1 (centres undefined)
(24) CC(C)NC(=O)c1ccccc1-c1ccccc1
(25) COc1ccc(CC(=O)OCC(=O)N2CCN(S(=O)(=O)c3ccc(C)cc3C)CC2)cc1
(26) COc1ccc(C(=O)NCCOc2cccc(OC)c2)cc1
(27) COC(=O)[C@]1(C)N[C@H](CN(C)C(=O)Nc2ccc(Cl)cc2)[C@@H]2C(=O)N(Cc3ccccc3)C(=O)[C@@H]21
(28) CC(=O)Nc1sc(C)c(C)c1C(=O)OCC(=O)N(CCC#N)c1cc(C)cc(C)c1
(29) Cc1c(-c2cccc(Cl)c2)nc2ccccc2c1C(=O)OCC(=O)N(C)C1CCS(=O)(=O)C1 (centres undefined)
(30) CS(=O)(=O)Nc1ccccc1C(=O)O
entry no.	21	22	23	24	25	26	27	28	29	30
AmpC inh detg	-14%	-1%	-10%	2%	?	3%	.	-16%	-10%	?
Giardia FBPA inh	0%	-6%	3%	3%	.	-1%	.	.	-13%	6%
Sm TGR block	-21%	?	-2%	1%	-1%	.	.	-2%	-10%	-2%
HCMV antiviral	29	15	8	3	-6	35	2	-18	-34	15
HCV inh	-1%	2%	7%	3%	32%[activator]	-2%	17%	?	3.5µM*	8%
AMA1-RON2 inh	58%[activator]	8%	-2%	0%	-2%[11.6 µM]	-13%	-6%	-4%	1%	5%

(31) COc1ccc(-c2csc(NC(=O)c3cccc(S(=O)(=O)N4CCN(C)CC4)c3)n2)cc1
(32) Cc1ccc(Oc2c(F)c(F)nc(N3CCCC3)c2F)cc1
(33) CCCCN(C)C1CCN(C(=S)Nc2cccc(OC)c2)CC1
(34) COc1ccc(C2/C=C\CC(OCc3ccccc3)CC(=O)N2Cc2cccc(F)c2)cc1 (centres undefined)
(35) CCc1ccc(NC(=O)CSc2nc3ncc(Br)cc3[nH]2)cc1
(36) O=C(O)CCCCNS(=O)(=O)/C=C/c1ccccc1
(37) Cc1cccc(-c2noc(-c3cccnc3NCc3ccc(Cl)cc3)n2)c1
(38) CCn1c(COc2ccccc2)nc2ccccc21
(39) O=C(CN1CCCC1)NCc1ccccc1
(40) COc1cc(/C=N/O)ccc1Oc1cnccn1
entry no.	31	32	33	34	35	36	37	38	39	40
AmpC inh detg	-4%	-2%	4%	.	-9%	?	-11%	-8%	-3%	-16%
Giardia FBPA inh	-13%	-14%	?	-3%	-4%	4%	.	3%	-24%	5%
Sm TGR block	38%[activator]	-1%	-2%	.	-5%	0%	-12%	-21%	?	-10%
HCMV antiviral	27	-14	-25	6	-4	-34	29	-16	-13	-7
HCV inh	?	17%	10%	-22%	-19%	-1%	.	?	10%	7%
AMA1-RON2 inh	-24%	6%	-6%	3%	-11%	-3%	.	15%	-3%	27%

Sorted by SMILES length (smallest number first): part of the list above.
(21) CCCN1CCN(C(=O)Cn2ncc3ccccc32)CC1
(36) O=C(O)CCCCNS(=O)(=O)/C=C/c1ccccc1
(2) CC(=O)NC1CC2CCCC(C1)N2Cc1ccc(C)cc1 (centres undefined)
(35) CCc1ccc(NC(=O)CSc2nc3ncc(Br)cc3[nH]2)cc1
(18) CC(C)(C)n1nnnc1C(c1cccnc1)N1CCN(C2CCCCC2)CC1 (centres undefined)
(1) COc1ccccc1C(=O)Nc1ccc(S(=O)(=O)N2CCc3ccccc32)cc1
(15) CCN(CC)CCCn1c2c(c(SCC(=O)Nc3ccc(C)c(F)c3)nc1=O)CCC2
(34) COc1ccc(C2/C=C\CC(OCc3ccccc3)CC(=O)N2Cc2cccc(F)c2)cc1 (centres undefined)
(25) COc1ccc(CC(=O)OCC(=O)N2CCN(S(=O)(=O)c3ccc(C)cc3C)CC2)cc1
(29) Cc1c(-c2cccc(Cl)c2)nc2ccccc2c1C(=O)OCC(=O)N(C)C1CCS(=O)(=O)C1 (centres undefined)
entry no.	21	36	2	35	18	1	15	34	25	29
AmpC inh detg	-14%	?	3%	-9%	?	3%	-18%	.	?	-10%
Giardia FBPA inh	0%	4%	-4%	-4%	1%	-5%	.	-3%	.	-13%
Sm TGR block	-21%	0%	-12%	-5%	-17%	5%	1%	.	-1%	-10%
HCMV antiviral	29	-34	-11	-4	35	-29	-17	6	-6	-34
HCV inh	-1%	-1%	10%	-19%	9%	-34%	?	-22%	32%[activator]	3.5µM*
AMA1-RON2 inh	58%[activator]	-3%	2%	-11%	5%	3%	0%	3%	-2%[11.6 µM]	1%

(listing goes on)
(41) O=C(c1cc(Cl)nc2ccccc12)N1CCN(S(=O)(=O)c2ccccc2[N+](=O)[O-])CC1
(42) Cc1ccc(S(=O)(=O)/N=S(\C)C(C)C)cc1 (centres undefined)
(43) COC(=O)CCCCCCCCCC[N+]1(C)CCCCC1
(44) CCOc1ccc(/C=N/Nc2ccc(Cl)nn2)c(O)c1
(45) COC(=O)C1CCN(C(=O)COc2ccc(S(=O)(=O)N3CCOCC3)cc2Cl)CC1
(46) Clc1ccccc1-c1nnc(-c2ccccc2Cl)o1
(47) O=C(c1ccc2c(c1)OCO2)C1CCCN(Cc2ccc(F)c(F)c2)C1 (centres undefined)
(48) O=C1CCC([N+](=O)[O-])C(c2ccccc2C(F)(F)F)N1 (centres undefined)
(49) COC(=O)c1ccccc1NC(=O)c1nc(SCc2ccccc2C)ncc1Cl
(50) Cc1ccc(NC(=O)COc2ccc(Br)cn2)cc1
entry no.	41	42	43	44	45	46	47	48	49	50
AmpC inh detg	0%	-9%	-11%	-1%	.	3%	1%	0%	25%	10%
Giardia FBPA inh	.	4%	5%	8%	.	2%	.	12%	.	0%
Sm TGR block	2%	1%	-13%	-1%	.	7%	5%	0%	0%	10%
HCMV antiviral	30	-21	-7	-82*	?	109	5	18	-1	-1
HCV inh	.	37%[activator]	14%	-19%	3%	-9%	-28%	13%	.	0%
AMA1-RON2 inh	2%	-11%	10%[11.6 µM]	55%[activator]	-2%	63%[activator]	-16%	-5%	.	16%

(51) CN1CCN(c2ccccc2NC(=O)c2ccc(-c3ccc(Cl)cc3Cl)o2)CC1
(52) O=C(COC(=O)/C=C/c1ccc(F)cc1)NC1CC1
(53) COC(=O)CN(c1cccc(C)c1)S(=O)(=O)c1ccccc1
(54) COc1ccc(OC2C(=O)N(c3ccc(F)cc3)C2c2ccc(OC)c(OC)c2)cc1 (centres undefined)
(55) COCC(C)NC(=O)c1cc(-c2cccc(OC)c2)on1 (centres undefined)
(56) O=C(O)CC(NC(=S)NCc1ccccc1)C(=O)O (centres undefined)
(57) COc1ccccc1CNC(=O)CCc1c(C)nc2cc(-c3ccccc3OC)nn2c1C
(58) C[C@H](CO)N1C[C@H](C)[C@@H](CN(C)Cc2ccc(-c3ccccc3)cc2)Oc2c(NC(=O)Nc3ccc(C(F)(F)F)cc3)cccc2C1=O
(59) COC(=O)c1ccc(/C=N\NC(=O)c2ccc(C)cc2Cl)cc1
(60) O=C(O)c1cccnc1SCc1ccccc1Cl
entry no.	51	52	53	54	55	56	57	58	59	60
AmpC inh detg	-10%	.	0%	2%	2%	0%	-6%&-9%	.	-11%	-1%
Giardia FBPA inh	0%	.	.	-1%	3%	3%	-1%	.	0%	23%
Sm TGR block	10%	.	69%[activator]	12%	-9%	-2%	13%&-5%	.	9%	-15%
HCMV antiviral	-39	-30	10	-31	109	23	-11&-15	-12	22	4
HCV inh	10µM*	17%	24%	-11%	?	2%	?	-12%	?	18%
AMA1-RON2 inh	-4%	26%[11.6 µM]	-9%	2%	8%	7%	0%	-3%	2%	1%

Bioassay records as filed in PubChem.
